# NCI-60 one-dose screen, 48 h, at 10 µM unless noted. Numbers give growth in % (100 = growth as untreated, 0 = no growth, -100 = all killed).
# K-562: K-562 leukemia | 78,000 compounds, 7.4% hits
# MCF7: MCF7 breast cancer. 82,000 compounds, 6.3% hits
# MDA-MB-435: MDA-MB-435 melanoma. 82,000 compounds, 7.8% hits. AID 1794794
# RPMI-8226: RPMI-8226 leukemia cells; 77,000 compounds, 7.5% hits
# MDA-MB-468: MDA-MB-468 breast cancer; 78,000 compounds, 8.5% hits; AID 2202374
# MOLT-4: MOLT-4 leukemia cells; 80,000 compounds, 6.9% hits; AID 1794779
# SR: SR leukemia cells; 73,000 compounds, 8.7% hits
# MDA-MB-231: MDA-MB-231 breast cancer. 81,000 compounds, 5% hits
# An asterisk follows results filed as active; · = no result given; [ ] = another dose, or the depositor's remark. How the source made its calls: active means growth percent below 10; inactive means the rest.
SMILES,K-562,MCF7,MDA-MB-435,RPMI-8226,MDA-MB-468,MOLT-4,SR,MDA-MB-231
CCC(/C=C\C(C)C1CCC2C3CC=C4CC(OC(C)=O)CCC4(C)C3CCC12C)C(C)C (stereo not given),108,95,102,106,98,115,102,113
CCCN(CCC)c1ccc(N=Nc2ccccc2C(=O)O)cc1,58,48,80,40,·,88,120,82
C[C@@H](c1ccc2c(c1)[nH]c1ccc(Cl)cc12)c1nc2ccc(Cl)cc2[nH]1,53,14,106,8.8*,-37*,49,43,60
O=[N+]([O-])c1ccc(Oc2ccccc2Cl)c([N+](=O)[O-])c1,17,89,82,78,64,23,1.6*,75
ClCCOCCOc1ccc(C2CCCCC2)cc1,118,102,100,110,91,120,98,103
O=C1OC(=O)[C@@H](c2ccccc2)[C@@H]1c1ccccc1,102,99,103,93,96,103,91,96
CCN(CC)CCOC(=O)c1cc(Cl)cc(-c2ccccc2)c1O,63,105,105,·,127,106,105,110
O=C(O)c1ccccc1Nc1cccc([N+](=O)[O-])c1,105,95,101,106,96,107,97,94
COC(=O)/C(Br)=C/c1c[nH]c2ccc(Br)cc12,75,75,86,54,·,53,-6.2*,81
O=C1NC(=O)C2(CC(C(=O)Nc3ccc(I)cc3)Oc3ccc(F)cc32)N1 (stereo not given),99,93,97,74,93,104,35,105
CC12CCC3C4(C)COC(c5ccccc5)OC4CCC3(C)C1CC(C1=CCOC1=O)O2 (stereo not given),66,76,98,59,72,93,87,87
CSc1nc2nc3c(c(-c4ccccc4)c2c(=O)[nH]1)CCC/C3=C\c1ccccc1,·,93,104,103,98,84,71,102
CCN1[C@@H]2CC[C@H]1/C(=C\c1ccc(C)cc1)C(=O)/C2=C/c1ccc(C)cc1,·,76,84,50,73,74,58,86
CCCC(=O)CC(=O)c1ccccc1,112,97,110,103,98,107,107,111
Cc1ccc(C2=N[C@@H](Cc3ccccc3)C(=O)c3c(nc4ccccn34)N2)cc1,88,76,47,107,85,93,90,94
COc1ccc(C(=O)/C=C/c2ccc(C)cc2)cc1S(=O)(=O)Nc1cccnc1,60,53,101,67,85,87,·,100
N#CCC(=O)Nc1ccccc1,99,102,104,109,112,102,95,105
O=[N+]([O-])c1ccc(SNc2ccccc2)c([N+](=O)[O-])c1,73,85,100,·,86,74,85,78
CSC(=S)NCC(=O)O,·,107,99,104,101,107,97,99
OCCN(CCO)CC(O)c1cc(-c2ccccc2)nc2ccccc12 (stereo not given),95,100,107,100,104,97,58,104
O=C(CSc1nc2ccccc2c(=O)[nH]1)Nc1ccc(C(=O)O)cc1,90,84,110,99,88,92,88,72
CC(C)(C)OC(=O)c1cc2c3ccccc3oc(=O)c2c2nc3ccccc3n12,95,77,70,92,91,97,63,74
N#CCCN(CCO)CCO,89,102,102,100,95,89,92,103
Nc1cc2ccccc2cc1NS(=O)(=O)N1CCCCC1,92,94,106,96,101,88,91,93
CC1(C)CC[C@]2(C(=O)Nc3ccccn3)CC[C@]3(C)C(=CC[C@@H]4[C@@]5(C)C/C(=C/c6cccnc6)C(=O)C(C)(C)[C@@H]5CC[C@]43C)[C@H]2C1,19,11,38,13,17,13,·,73
O=C(Nc1cccc(Cl)c1)Nc1cccc(Cn2c(=O)[nH]c3ccc(Oc4ncccn4)cc3c2=O)c1,26,36,43,25,-0.6*,6.5*,21,53
Cn1ncc2c1CCc1cc(S(=O)(=O)c3ccccc3)c(=O)n(C)c1-2,91,95,93,92,103,94,93,103
COc1ccc2c(c1)C(=N/N=C(\C)c1ccc(OC)c(S(N)(=O)=O)c1)C(=O)N2,103,90,96,83,79,95,83,75
c1ccc(CNCCc2ccccn2)cc1,88,90,105,95,102,98,103,101
O=[N+]([O-])c1ccc(O)c(CNCc2ccccc2)c1,115,106,104,92,128,90,109,88
Cc1ccc2c3c(c(=O)[nH]c2c1)C(c1ccc(Cl)cc1)c1c(ncn2nc(C)nc12)O3 (stereo not given),98,99,100,98,100,97,86,91
CC[C@H](C)[C@@H]1NC(=O)[C@H]([C@@H](C)O)NC(=O)C(Cc2ccccc2)NC(=O)[C@@H]2CCCN2C(=O)C(C(C)C)NC(=O)C(Cc2ccccc2)NC(=O)CNC(=O)[C@@H]2CCCN2C1=O (stereo not given in full),21,67,74,7.6*,53,8.0*,20,26
Fc1cc(F)c(-c2cnc3nonc3n2)cc1F,85,95,112,·,97,89,101,92
COc1ccc(/C=C/C(=O)c2ccc(NC(=O)c3ccccc3CN3C(=O)c4ccccc4C3=O)cc2)cc1,46,28,81,62,57,89,50,93
CCOC(=O)c1c[nH][nH]c1=O,116,92,104,93,94,106,109,108
CCC(c1ccc(O)cc1)C(CC)c1ccc(O)c(F)c1 (stereo not given),47,103,75,64,70,55,·,97
CCOC(=O)c1ccc(NS(C)(=O)=O)cc1,109,105,114,113,100,102,112,100
N#CCCNC(CC(=O)O)C(=O)O (stereo not given),104,101,111,·,106,103,93,113
Oc1ccc(Cl)c(Nc2nc(SCCN3CCOCC3)nc3c2cnn3CC(Cl)c2ccc(Br)cc2)c1 (stereo not given),-23*,5.5*,12,19,-27*,-24*,-27*,-4.0*
CC[C@H](Nc1ncnc2nc[nH]c12)c1nc2cccc(NCCCCCC(=O)NO)c2c(=O)n1-c1ccccc1,90,84,96,93,86,86,86,92
Cc1ccc(CC#N)cc1C,74,104,88,134,104,94,89,97
CCOC(=O)c1c2c(cn1Cc1ccc(OC)c([N+](=O)[O-])c1)-c1oncc1CC2,83,89,112,89,95,88,75,79
Cc1cccc(-c2nc(Nc3ccccc3S(N)(=O)=O)c3ccccc3n2)c1,87,93,88,84,85,95,76,99
COc1ccc(-c2cc(-c3cccc(Nc4ccnc5cc(Cl)ccc45)c3)nc3nc(N)[nH]c(=O)c23)cc1,97,95,106,100,97,91,91,101
O=c1[nH]c2ccc(Oc3ncccn3)cc2c(=O)n1Cc1cccc(NS(=O)(=O)c2cccc(Cl)c2)c1,82,80,97,73,69,64,·,96

# Among those listed so far, 4 have a cyano group.
SMILES,K-562,MCF7,MDA-MB-435,RPMI-8226,MDA-MB-468,MOLT-4,SR,MDA-MB-231
N#CCC(=O)Nc1ccccc1,99,102,104,109,112,102,95,105
N#CCCN(CCO)CCO,89,102,102,100,95,89,92,103
N#CCCNC(CC(=O)O)C(=O)O (stereo not given),104,101,111,·,106,103,93,113
Cc1ccc(CC#N)cc1C,74,104,88,134,104,94,89,97

# Further entries follow:
SMILES,K-562,MCF7,MDA-MB-435,RPMI-8226,MDA-MB-468,MOLT-4,SR,MDA-MB-231
Clc1ccc(-c2nnc(-c3ccco3)o2)cc1,93,95,90,94,100,90,90,99
O=C(N/N=C/c1ccc(Cl)cc1)c1ccc2nc(-c3ccc([N+](=O)[O-])cc3)[nH]c2c1,92,68,98,88,115,84,78,93
COC(=O)c1cc(C(=O)C(C)(C)C)n2c1ccc1c3ccccc3ccc12,93,68,106,101,94,87,92,81
COc1cc2cc(/C=C/C(=O)c3ccc(Nc4nccc(-c5ccc(Cl)cc5)n4)cc3)c(=O)[nH]c2cc1OC,67,69,95,81,103,38,49,95
COc1ccc(C(C#N)c2ccc(OC)c(OC)c2)cc1 (stereo not given),92,96,113,95,95,92,99,100
N#Cc1c(-c2ccc(Cl)cc2)cc(-c2ccccc2)[nH]c1=O,74,60,101,75,85,83,95,91
BrCCCCc1ccccc1,104,91,97,104,100,110,94,103
O=c1[nH]c(NCCc2cc3cc(F)ccc3[nH]2)nc2sc3c(c12)CCCC3,·,70,74,60,88,41,33,77
CNc1nc(NC2CCCC2)nc(Sc2ccc(OC)cc2)n1,9.6*[100 µM],31[100 µM],0.4*[100 µM],-11*[100 µM],42[100 µM],-5.9*[100 µM],-0.6*[100 µM],-31*[100 µM]
Nc1nc2c(ncn2C2CC(O)C(CO)O2)c(=O)[nH]1 (stereo not given),99,80,105,97,106,81,89,108
COc1cc2cc3c4cc(OC)c(OC)cc4cc[n+]3c(C)c2cc1OC,74,72,83,77,·,94,93,·
O=C(NNC(=S)Nc1ccccc1)c1ccccn1,29,27,48,38,51,14,9.7*,44
CCC1S/C(=N\N=C(/C)c2ccco2)N(c2ccccc2)C1=O (stereo not given),120,81,93,60,·,79,92,118
CC1=C(C(=O)Nc2ccc(Cl)cc2)C(c2ccc3c(c2)OCO3)NC(=S)N1 (stereo not given),74,90,100,85,96,97,86,93
Fc1ccc(-c2nc(-c3c[nH]c4ncccc34)cs2)cc1,118[100 µM],66[100 µM],104[100 µM],97[100 µM],72[100 µM],113[100 µM],110[100 µM],74[100 µM]
CN1CCN(CCCOc2ccc3ncnc(Nc4ccc(Oc5cccc(C(F)(F)F)c5)c(Cl)c4)c3c2)CC1,-13*,-29*,-82*,-22*,-24*,3.4*,4.0*,-75*
NNC(=O)c1cnccn1,·,96,123,·,95,116,101,114
CC(O)CN(CCO)CCN(CC(C)O)CC(C)O (stereo not given),100,98,106,103,99,99,93,109
CC(C)(C)c1ccc(NS(=O)(=O)c2ccc3nc(NC(=O)c4cnccn4)[nH]c3c2)cc1,16,18,-41*,24,-19*,28,4.3*,51
N=c1c2c(=O)n3c(nc2nc2sc4ccc(Cl)cc4n12)-c1ccccc1Sc1ccccc1-3,20,7.0*,0.8*,7.7*,24,8.2*,5.9*,7.9*
C1CSCC2(COC2)CS1,107,104,104,107,104,102,99,111
CC1=CC(=O)/C(=C/N2C(=S)NC(=O)/C2=C/c2cccc([N+](=O)[O-])c2)C(=O)O1,101,92,100,94,97,99,77,103
COc1ccc(C(=O)n2nc(-c3cccc(Cl)c3)nc2N)cc1,112,96,92,98,101,103,100,109
CCNc1nc(C)nc2c1cnn2C,102,102,107,92,106,120,105,91
CC(=O)N1N=C(c2ccc(Br)cc2)CC1c1ccc(C)s1 (stereo not given),66,88,91,·,84,79,67,84
Nc1c(-c2nc3ccc(Br)cc3c(=O)[nH]2)nnn1-c1ccccc1,·,79,72,92,66,85,58,82
N#CC1(NO)CCCCC1,82,93,107,95,100,82,89,110
Nc1ncc(C(=O)O)c(-c2ccccc2)n1,91,110,110,·,122,101,96,86
Nc1cc(Cl)ccc1N1C(=O)C=CC1=O,94,98,107,95,101,103,92,93
CC(C)CC(=O)OCc1ccccc1,106,100,100,107,105,108,104,110

# Gathered by group: the compounds so far containing a COOH group (six)
SMILES,K-562,MCF7,MDA-MB-435,RPMI-8226,MDA-MB-468,MOLT-4,SR,MDA-MB-231
CCCN(CCC)c1ccc(N=Nc2ccccc2C(=O)O)cc1,58,48,80,40,·,88,120,82
O=C(O)c1ccccc1Nc1cccc([N+](=O)[O-])c1,105,95,101,106,96,107,97,94
CSC(=S)NCC(=O)O,·,107,99,104,101,107,97,99
O=C(CSc1nc2ccccc2c(=O)[nH]1)Nc1ccc(C(=O)O)cc1,90,84,110,99,88,92,88,72
N#CCCNC(CC(=O)O)C(=O)O (stereo not given),104,101,111,·,106,103,93,113
Nc1ncc(C(=O)O)c(-c2ccccc2)n1,91,110,110,·,122,101,96,86

# (further entries)
SMILES,K-562,MCF7,MDA-MB-435,RPMI-8226,MDA-MB-468,MOLT-4,SR,MDA-MB-231
COc1cc2ncnc(Nc3ccc(F)c(Cl)c3)c2cc1OCC(=O)N1CCN(c2ccccc2)CC1,85,90,96,84,-17*,90,84,90
CCCCCc1cc(Cl)ccc1OCC(=O)O,95,93,102,103,94,102,106,92
COC(=O)C1=C(C)NC(=S)NC1c1ccc2c(c1)OCO2 (stereo not given),93,100,103,96,106,99,88,96
CCOC(=O)C(C#N)N=O (stereo not given),103,102,108,103,93,97,80,117
CCOc1ccc2nc(NC(=O)CSC(=S)N3CCN(c4ccccc4)CC3)sc2c1,119,103,115,96,110,113,104,92
CSCC(N)C(=O)O (stereo not given),109,96,109,104,101,98,·,102
Fc1ccc(CNCCNc2ncnc3c2cnn3-c2ccccc2)cc1,83,96,95,85,81,89,·,79
COc1ccc(C(=O)Oc2c(Cl)c(Cl)c(Cl)c(Cl)c2Cl)cc1,64,83,115,74,119,78,85,94
O=C1CNC(c2ccc(Cl)cc2)N1O (stereo not given),94,95,101,102,101,87,94,100
CCNCCNc1cc(C(F)(F)F)c(C#N)c2nc3ccccc3n12,111,99,105,113,109,101,108,123
COC(=O)[C@H](Cc1cnc[nH]1)NC(=O)[C@@H](OC)[C@@H]1Cc2cc3cc(OC4CC(OC5CC(O)C(O)C(C)O5)C(O)C(C)O4)c(C)c(O)c3c(O)c2C(=O)[C@H]1OC1CC(OC2CC(OC3CC(C)(O)C(O)C(C)O3)C(O)C(C)O2)C(O)C(C)O1 (stereo not given in full),32,35,47,58,73,73,37,72
O=C(Nc1ccc(-n2cc(-c3ccncc3)c(-c3ccc(O)c(Cl)c3)n2)cc1)Nc1cc(C(F)(F)F)cc(C(F)(F)F)c1,58,56,55,45,37,64,70,78
Cc1cc(OC(=O)Nc2ccccc2)ccc1Cl,91,93,103,98,84,95,99,103
CSc1cc(SC)nc(N)n1,124,99,102,108,106,105,113,101
CCOC(CCc1c(C)nc(N)[nH]c1=O)OCC,118,103,109,132,95,123,131,112

# Entries shown so far that have a tert-butyl group (3):
SMILES,K-562,MCF7,MDA-MB-435,RPMI-8226,MDA-MB-468,MOLT-4,SR,MDA-MB-231
CC(C)(C)OC(=O)c1cc2c3ccccc3oc(=O)c2c2nc3ccccc3n12,95,77,70,92,91,97,63,74
COC(=O)c1cc(C(=O)C(C)(C)C)n2c1ccc1c3ccccc3ccc12,93,68,106,101,94,87,92,81
CC(C)(C)c1ccc(NS(=O)(=O)c2ccc3nc(NC(=O)c4cnccn4)[nH]c3c2)cc1,16,18,-41*,24,-19*,28,4.3*,51
